# PKM2 activator: activators of human pyruvate kinase M2; Potency, µM (series often up to 57.5 µM), for the others: top-dose activation, usual class: activators; P14618; 0.34% of 260,000 active; purified PKM2, Kinase-Glo ATP luminescence, activation; response scale: 0% is enzyme alone, no compound; AID 1631; note: potency is the fitted concentration of half-maximal effect; % is set by controls: 0 for no effect and ±100 for the full control effect; nearly all actives have a fitted effect of over 55% in size
# Target sequence (P14618 whole entry, looked up): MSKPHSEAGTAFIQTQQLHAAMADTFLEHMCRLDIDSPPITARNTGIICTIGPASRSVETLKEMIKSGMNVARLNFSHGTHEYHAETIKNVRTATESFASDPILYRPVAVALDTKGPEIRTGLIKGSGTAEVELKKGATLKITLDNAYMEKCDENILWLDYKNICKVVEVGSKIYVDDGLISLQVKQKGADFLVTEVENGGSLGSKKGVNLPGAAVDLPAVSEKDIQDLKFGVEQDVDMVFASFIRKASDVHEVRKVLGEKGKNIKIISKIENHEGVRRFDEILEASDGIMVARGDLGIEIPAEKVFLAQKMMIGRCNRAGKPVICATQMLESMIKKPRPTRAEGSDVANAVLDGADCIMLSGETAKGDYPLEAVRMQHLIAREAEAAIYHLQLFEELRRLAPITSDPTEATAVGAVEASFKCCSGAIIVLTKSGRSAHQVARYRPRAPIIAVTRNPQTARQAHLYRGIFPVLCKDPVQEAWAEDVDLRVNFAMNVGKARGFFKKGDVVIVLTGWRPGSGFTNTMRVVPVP
#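 Purified hPK-M2 (>95% pure) converted ADP (0.1 mM final) to ATP with 0.5 mM PEP in 50 mM imidazole pH7.2, KCl, MgCl2, Tween 20, BSA; 1 h at room temperature. ATP detected by Kinase-Glo luminescence.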
# p53 reactivator: mutant p53 re-activation in reporter cells; AID 504706; H1299 p53-A138V BP100-luciferase reporter, luminescence, 24 h; 0.063% of 320,000 active; Potency, µM (doses to about 92.2 µM), without a hit: top-dose activity change, positive = activation, most hits filed as activators; note: potency is the fitted concentration of half-maximal effect; % of control where 0% means no effect; nearly all actives have a fitted effect of over 45% in size
#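 H1299 (p53-null), stable ts p53-A138V + BP100-Luc; 1000 cells/well, Opti-MEM/10% FBS; cpd 4 pt, 1:5; 24 h, 37 deg C, 5% CO2; detection reagent 10 min RT; luminescence.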
# BRCA1 expr up: BRCA1 expression activation; 1.1% of 380,000 active; MCF7-BRCA1-FFLuc reporter, luminescence, 48 h; response scale: scaled: vehicle 0%, 10 µM genistein 100%; AID 624202; Potency, µM (titrated, usually from 46.1 µM), without a hit: top-dose activation, actives largely listed as activators; note: potency is the fitted concentration of half-maximal effect; nearly all actives have a fitted effect of over 80% in size; some results filed as inactive show a strong effect at the top dose
#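 MCF7-BRCA1-FFLuc, 2000 cells/well; 2 h attach, 37 °C/5% CO2; compound 48 h; luciferase substrate 15 min; luminescence end-point. Norm. to genistein 10 microM max activation and DMSO; concentration-response curves fitted.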
# Menin MLL FP TR: menin-MLL binding inhibition, Texas Red mutant peptide | O00255 | Menin + Texas Red MLL mutant peptide, fluorescence polarization | Potency, µM (series often up to 61.6 µM), for the others: at the top dose FP activity change, negative = inhibition, actives largely listed as inhibitors | 0.23% of 270,000 active | AID 1768; active = well fitted inhibition curve with a large enough effect in the polarisation, with a control signal flat, not every such curve was filed as active; inconclusive = small, poorly fitted or top-dose-only effect, or effect the other way, or a change in a side signal; inactive = no such curve, though single readings can be large or run the other way; the % refers to the polarisation; note: potency is the fitted concentration of half-maximal effect; % of control where 0% means no effect; many of its hits are not listed in these tables
# Rab9 promoter act: activates the Rab9 promoter. Huh7 Rab9 promoter-luciferase reporter, luminescence, 24 h. Potency, µM (series often up to 9.22 µM), for the others: at the top dose activation, negative = inhibition, actives largely listed as activators. 2.8% of 320,000 active; note: potency is the fitted concentration of half-maximal effect; % of control where 0% means no effect; nearly all actives have a fitted effect of over 60% in size
#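 Cells were plated at 1500 per well in reduced-serum medium with 10% FBS and left 2 h. Compound in DMSO was then added for 24 h at 37 °C. Reporter signal was read by luminescence after 10 min with luciferase detection reagent.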
# ELG1 genotox: genotoxicity induction in ELG1-luciferase HEK293T cells; HEK293T ELG1-luciferase reporter, luminescence, 16 h; 1.3% of 330,000 active; Potency, µM (series often up to 46 µM), for the others: at the top dose activity change, positive = activation, hits mostly activators; note: potency is the fitted concentration of half-maximal effect; % of control where 0% means no effect; nearly all actives have a fitted effect of over 60% in size
#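 Quantitative HTS format in 1536-well plates. HEK293T ELG1-luciferase reporter cells receive test compound and are incubated 16 hr at 37 °C, 5% CO2; ONE-Glo added, 30 min room temperature, then luminescence read.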
# VP16 counter: counter-screen for ROR gamma inhibitors: Gal4-VP16 reporter; AID 2546; Drosophila S2 Gal4-VP16 UAS-luciferase, luminescence, 20 h; Potency, µM (top dose mostly 53.6 µM), for the others: at the highest dose activity, negative = inhibition, most hits filed as inhibitors; 3.5% of 310,000 active;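 note: Gal4-VP16 expression switched on by copper sulfate through the metallothionein promoter; potency is the fitted concentration of half-maximal effect; % is set by controls: 0 for no effect and ±100 for the full control effect; nearly all actives have a fitted effect of over 50% in size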
# Giardia killer: kills Giardia lamblia. Giardia lamblia trophozoite viability. activity change, % at 7.66 µM, hits read low. 0.15% of 340,000 active. AID 540267; in the data active = activity change below about -80%; inconclusive = between about -30% and that limit;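 note: parasites exposed to compound for two days anaerobically before the ATP read; % is set by controls: 0 for no effect and ±100 for the full control effect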
#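 Giardia trophozoites, 100 cells per well, were exposed to compounds for 48 hrs at 37 deg C under anaerobic conditions; viability was then read as ATP content by bioluminescence after 15-30 min at room temperature.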
# RORgamma inh: inhibitors of mouse ROR gamma transcriptional activity; P51450; Drosophila S2 Gal4-RORgamma UAS-luciferase reporter, 20 h; Potency, µM (highest dose often 53.6 µM), for inactives: at the top dose activity change, negative = inhibition, most hits filed as inhibitors; 5.4% of 310,000 active; AID 2551; note: potency is the fitted concentration of half-maximal effect; % is set by controls: 0 for no effect and ±100 for the full control effect; nearly all actives have a fitted effect of over 60% in size
# Target sequence (P51450 whole entry, looked up, the tested form may be a part): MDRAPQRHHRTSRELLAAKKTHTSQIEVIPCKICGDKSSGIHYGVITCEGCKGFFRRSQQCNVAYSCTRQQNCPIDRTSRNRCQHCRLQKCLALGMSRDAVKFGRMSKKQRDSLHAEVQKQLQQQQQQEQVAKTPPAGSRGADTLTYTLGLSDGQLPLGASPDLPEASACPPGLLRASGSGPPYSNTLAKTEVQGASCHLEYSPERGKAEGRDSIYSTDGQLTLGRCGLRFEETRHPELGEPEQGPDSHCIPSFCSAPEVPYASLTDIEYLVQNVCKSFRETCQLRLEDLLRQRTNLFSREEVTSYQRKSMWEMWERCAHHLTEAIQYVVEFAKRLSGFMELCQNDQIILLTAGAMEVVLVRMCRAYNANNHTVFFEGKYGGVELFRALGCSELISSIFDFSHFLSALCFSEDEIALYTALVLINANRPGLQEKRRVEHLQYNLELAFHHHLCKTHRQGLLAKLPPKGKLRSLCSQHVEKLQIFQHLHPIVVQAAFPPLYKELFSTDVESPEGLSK
#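 Schneider cells (Drosophila), stable Gal4 DBD–ROR gamma + UAS-luc; 1 hr cmpd preincubation; Cu2+ induction 700 uM final; 20 hr ambient; luminescence.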
# FLuc modulator: counter-screen for miR-21 project: firefly luciferase inhibitors or activators; purified FLuc, Km substrates, luminescence inhibition; Potency, µM (series often up to 57.5 µM), without a hit: top-dose activity change, negative = inhibition, most hits filed as inhibitors; 6.9% of 360,000 active;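 note: potency is the fitted concentration of half-maximal effect; plate controls were vehicle for no effect and reference inhibitor for full effect; nearly all actives have a fitted effect of over 55% in size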
#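 Purified P. pyralis luciferase, 10 nM final, with Km-level 10 uM D-luciferin and 10 uM ATP in 50 mM Tris acetate pH 7.5, 10 mM Mg acetate, 0.01% Tween-20, 0.05% BSA; 6-point qHTS titration about 60 µM downward; luminescence read.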
# NPC1 prom act: activators of NPC1 promoter; Huh7 NPC1 promoter luciferase reporter, 24 h; Potency, µM (titrated, usually from 9.22 µM), for the others: at the highest dose activation, hits mostly activators; 2.4% of 320,000 active;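 note: potency is the fitted concentration of half-maximal effect; % of control where 0% means no effect; nearly all actives have a fitted effect of over 60% in size; reporter is driven by a mutant NPC1 promoter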
#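 Cells: Huh7 expressing luciferase under the NPC1 promoter, 1500/well. Seeded 2 h, compound added, incubated 24 h at 37 °C. Luciferase reagent, 10 min ambient, then luminescence.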
# * marks the source's active call; other numbers are inactive results; ? = inconclusive; nt = not tested or not shown; & = joins results of further samples; [ ] = remark or other dose. Unless noted, calls come from the whole dose curve; as a rule, active = well fitted curve in the direction sought with a large enough effect; inconclusive = small, poorly fitted or top-dose-only effect, or another doubt; inactive = no such curve, though single readings can be large; an effect the other way counts as inactive or inconclusive. These rows are one share of the data, so the mix of outcomes need not match the whole.
SMILES,PKM2 activator,p53 reactivator,BRCA1 expr up,Menin MLL FP TR,Rab9 promoter act,ELG1 genotox,VP16 counter,Giardia killer,RORgamma inh,FLuc modulator,NPC1 prom act
Cc1cccc(C2Nc3cccc4cccc(c34)N2)c1,nt,-2%,-34%,?,11%,0%,-7%,-14,-29%,21µM*,?
CCOc1ccccc1CNC(=O)Cn1c(=O)oc2ccccc21,3%,-1%,13%,4%,5%,5%,1%,4,-26%,6%,-3%
Clc1nnc(N2CCCCC2)c2ccccc12,3%,6%,-27%,?,20%,15%,-8%,9,9%,?,2%
CCOC(=O)c1cc(C)sc1NC(=O)C1CCC1,8%,-1%,1%,15%,1%,-1%,-5%,-5,38%,1%,6%
Cc1ccccc1OCC1Cc2c(nc(N)c(C#N)c2N)O1 (configuration not stated),-3%,?,6.3µM*,17%,?,?,1%,-18,4%,13µM*,?
CN(CC(=O)Nc1ccc(F)c(F)c1F)C(=O)/C=C/c1ccc(Cl)cc1,-3%,-3%,-11%,?,-1%,-3%,-19%,-15,29%,5%,-2%
Cc1ccc(C)c(N2CCN(C(=O)CSc3ccsc3[N+](=O)[O-])CC2)c1,-1%,7%,-21%,?,-7%,-2%,-4%,-24,?,2%,-5%
Cc1ccccc1OCCSc1nnc(C)n1-c1ccccc1,-1%,2%,33%,9%,2%,?,14%,9,1%,-8%,3%
S=c1[nH]nc(-c2cccs2)n1/N=C/c1cn(-c2ccccc2)nc1-c1cccs1,-1%,19%,9%,nt,?,?,?,-22,7.9µM*,0.67µM*,?
COc1ccc(C(=O)c2c(C)oc3ccc(O)cc23)c(OC)c1,nt,9%,-18%,4%,8%,-8%,-9%,7,1%,5%,-6%
O=C(Nc1ccccc1C(=O)N1CCN(Cc2ccccc2)CC1)c1ccccc1,1%,-15%,-10%,nt,-6%,-6%,-10%,-27,-6%,5%,-4%
O=C(CCS(=O)(=O)c1ccc(Br)cc1)N1CCN(c2ccccc2)CC1,1%,-4%,-10%,-15%,-3%,-1%,-3%,-7,41%,1%,-1%
COCCNC(=S)N/N=C/c1ccc2c(c1)OCCO2,5%,7%,-2%,-3%,8%,4%,?,-21,10µM*,?,9%
COc1ccc(Cn2c(-c3ccc(OC)cc3)n[nH]c2=S)cc1,nt,2%,-8%,-14%,-1%,-3%,-27%,-16,7.9µM*,-3%,0%
c1ccc(CNc2ncnc3c2oc2ccccc23)nc1,-2%,?,2%,12%,24%,12%,15%,19,20%,19µM*,1%
CNC(=S)N/N=C/c1ccc(OCC(=O)Nc2c(C)cc(C)cc2C)c(OC)c1,-3%,-30%,6%,-15%,-2%,12%,13µM*,-8,14µM*,2%,-6%
COc1ccc(CC(=O)c2ccc(OC)c(OC)c2C)cc1OC,-4%,18%,-3%,9%,-4%,16%,?,-3,?,-17%,-5%
CCCCOc1ccc(C(O)(CC)CCN2CCOCC2)cc1 (configuration not stated),3%,-7%,-4%,-2%,-8%,0%,0%,9,-34%,7%,-3%
CC(C)(C)c1nnc2sc(SC/C(O)=C(\C#N)c3nc4ccccc4[nH]3)nn2c1=O,-12%,5%,0%,?,6%,3%,?,-5,-41%,-16%,2%
O=C(Nc1nonc1NC(=O)c1cccs1)c1cccs1,-8%,0%,0%,0%,-23%,-7%,-1%,23,6%,?,-25%
COc1cc(S(=O)(=O)Nc2ccccc2C)ccc1Cl,8%,-2%,0%,67%[activator],4%,-1%,5%,9,-16%,3%,1%
CCOC(=O)Cn1c(O)c(N=NC(=O)CNC(=O)Cc2ccccc2)c2ccccc21,-5%,-4%,-16%,13%,0%,0%,-2%,-19,-18%,-2%,0%
COc1ccc(CC(=O)N[C@@H](CCSC)C(=O)N2CCC3(CC2)NCCc2[nH]cnc23)cc1,2%,-1%,-4%,5%,-2%,-1%,20%,-2,2%,-2%,-6%
CCOC(=O)Cc1csc(NS(=O)(=O)c2ccc(SC)cc2)n1,15%,5%,13%,-1%,-7%,-2%,3%,24,-24%,-16%,-3%

# At a glance, eight of the compounds above:
SMILES,PKM2 activator,p53 reactivator,BRCA1 expr up,Menin MLL FP TR,Rab9 promoter act,ELG1 genotox,VP16 counter,Giardia killer,RORgamma inh,FLuc modulator,NPC1 prom act
CNC(=S)N/N=C/c1ccc(OCC(=O)Nc2c(C)cc(C)cc2C)c(OC)c1,-3%,-30%,6%,-15%,-2%,12%,13µM*,-8,14µM*,2%,-6%
COc1ccc(CC(=O)c2ccc(OC)c(OC)c2C)cc1OC,-4%,18%,-3%,9%,-4%,16%,?,-3,?,-17%,-5%
CCCCOc1ccc(C(O)(CC)CCN2CCOCC2)cc1 (configuration not stated),3%,-7%,-4%,-2%,-8%,0%,0%,9,-34%,7%,-3%
CC(C)(C)c1nnc2sc(SC/C(O)=C(\C#N)c3nc4ccccc4[nH]3)nn2c1=O,-12%,5%,0%,?,6%,3%,?,-5,-41%,-16%,2%
O=C(Nc1nonc1NC(=O)c1cccs1)c1cccs1,-8%,0%,0%,0%,-23%,-7%,-1%,23,6%,?,-25%
COc1cc(S(=O)(=O)Nc2ccccc2C)ccc1Cl,8%,-2%,0%,67%[activator],4%,-1%,5%,9,-16%,3%,1%
CCOC(=O)Cn1c(O)c(N=NC(=O)CNC(=O)Cc2ccccc2)c2ccccc21,-5%,-4%,-16%,13%,0%,0%,-2%,-19,-18%,-2%,0%
COc1ccc(CC(=O)N[C@@H](CCSC)C(=O)N2CCC3(CC2)NCCc2[nH]cnc23)cc1,2%,-1%,-4%,5%,-2%,-1%,20%,-2,2%,-2%,-6%

# Going on with the list.
SMILES,PKM2 activator,p53 reactivator,BRCA1 expr up,Menin MLL FP TR,Rab9 promoter act,ELG1 genotox,VP16 counter,Giardia killer,RORgamma inh,FLuc modulator,NPC1 prom act
O=C(COc1ccc2c3c(c(=O)oc2c1)CCC3)N[C@@H](Cc1ccccc1)C(=O)O,2%,nt,2%,-20%,-2%,2%,5%,13,-19%,3%,0%
COc1cc(-c2noc(-c3cccc(Cl)c3)n2)cc(OC)c1OC,-22%,10%,-2%[1.84 µM],20%,6%,-6%,-6%,10,24%,-5%,2%
O=C(c1cccs1)N(Cc1ccccn1)Cc1ccco1,-9%,1%,0%,-2%,4%,0%,1%,-11,?,0%,5%
COC(=O)[C@H](C)[C@H]1C[C@]1(C)[C@H](NC(=O)OCc1ccccc1)c1ccccc1,-2%&1%,-2%,-10%,-13%&-7%,-2%,-4%,?,11,?,-1%,-4%
CCOc1ccc(C(=O)C(C)OC(=O)Cn2c(C)csc2=O)cc1 (configuration not stated),nt,0%,1%,nt,-5%,-2%,nt,1,nt,-2%,2%
Cc1ccc(C#CC[N+]2(CC#Cc3ccc(C)cc3)CCCCC2)cc1,2%,-9%,-48%,?,-27%,-10%,7.1µM*,-11,?,-1%,-31%[inhibitor]
Cc1ccc(S(=O)(=O)NCC2CCC(C(=O)O)CC2)cc1 (configuration not stated),-9%,-1%,4%,15%,7%,0%,-1%,2,5%,-1%,0%
CC(C)Cn1c(N)c(C(=O)COC(=O)c2ccccc2F)c(=O)n(C)c1=O,7%,0%,7%,3%,-6%,-5%,-7%,11,31%,6%,-4%
CNc1oc(-c2ccccc2F)nc1S(=O)(=O)c1ccc(C)cc1,0%,1%,-6%,nt,-6%,-1%,-9%,-11,3%,3%,-2%
COC(=O)c1ccc(CNC(=O)COC(=O)C2CCC(C(C)(C)C)CC2)cc1 (configuration not stated),8%,11%,-2%,-7%,1%,0%,-8%,7,21%,3%,0%
COC(=O)c1sccc1NC(=S)NCc1ccc(Cl)cc1,-1%,-6%,0%,nt,-1%,-2%,1.3µM*,-13,0.79µM*,0%,-2%
CCOc1ccc(CCNC(=O)COC(=O)c2ccc(S(=O)(=O)N3CCCC3)cc2)cc1OCC,nt,8%,6%,nt,-1%,4%,nt,-14,nt,2%,2%
O=C(CCn1cnnn1)Nc1ccccc1F,-1%,-5%,-7%,3%,1%,-2%,-7%,-8,0%,3%,-2%
CCCCn1c(=O)[nH]c(=O)c2c1nc(-c1cccc(OC)c1)n2C,1%,-2%,-13%,-5%,4%,4%,-1%,16,-3%,2%,2%
N#C/C(C(=O)N1CCCC1)=C1/N=C(N)c2ccccc21,-10%,21%,-7%,-6%,-3%,-2%,-2%,13,-14%,1%,-1%

# Compound activity from PubChem BioAssay.
